High-throughput results as filed in PubChem.
NPY2 pot ag: human NPY-Y2 potentiation or agonism, primary screen | activation, % at 3.6 µM | 0.45% of 220,000 active | cells expressing NPY-Y2, potentiator/agonist read-out; in the data active = activation above about 27%;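 also: cells stimulated with NPY near EC25 plus isoproterenol at EC100; 0% = vehicle plus submaximal agonist and 100% = vehicle plus saturating agonist; some results beyond the cut were filed as inactive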
Target sequence (P49146 whole entry, looked up): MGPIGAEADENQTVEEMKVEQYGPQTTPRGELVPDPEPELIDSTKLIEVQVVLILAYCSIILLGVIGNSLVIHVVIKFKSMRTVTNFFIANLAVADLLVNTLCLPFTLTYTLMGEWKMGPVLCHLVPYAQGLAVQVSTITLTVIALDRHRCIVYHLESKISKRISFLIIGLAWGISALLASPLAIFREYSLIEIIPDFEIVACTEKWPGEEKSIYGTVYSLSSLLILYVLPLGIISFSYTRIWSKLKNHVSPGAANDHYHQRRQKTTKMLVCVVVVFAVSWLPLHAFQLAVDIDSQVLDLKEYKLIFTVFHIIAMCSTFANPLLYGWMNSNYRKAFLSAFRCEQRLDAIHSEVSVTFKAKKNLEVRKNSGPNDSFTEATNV
S1P4 antag: antagonists of human S1P4 receptor; S1P4-expressing cells, antagonist mode, reporter read-out; inhibition, % at 4.98 µM; 0.26% of 220,000 active; AID 1510; in the data active = inhibition above about 29%;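 also: 0% = wells stimulated with agonist and 100% = vehicle wells without agonist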
S1P4 agonist: activates the human S1P4 receptor | S1P4-expressing cell line, agonist reporter assay | activation, % at 4.98 µM | 0.35% of 220,000 active; in the data active = activation above about 11%;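 also: 0% = DMSO vehicle and 100% = reference agonist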
CHOP inhibitor: blocks CHOP induction under ER stress; CHO-K1 CHOP-promoter luciferase, tunicamycin-induced, 15-18 h; inhibition, % at 10 µM; 3.8% of 220,000 active;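 active = compounds that reduced the stress-induced luciferase reporter signal by more than about 70% of percent inhibition, limit read from the data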;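 also: 0% = tunicamycin plus vehicle and 100% = wells without tunicamycin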
NPY1 pot ag: human NPY-Y1 potentiation or agonism, primary screen; P25929; activation, % at 3.6 µM; NPY-Y1 expressing cells, potentiator/agonist activation; 0.37% of 220,000 active; in the data active = activation above about 33%, passing the limit was not always enough;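 also: cells stimulated with NPY at EC10 then isoproterenol at EC100; 0% = low agonist plus stimulus and 100% = saturating agonist plus stimulus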
Target sequence (P25929 whole entry, looked up): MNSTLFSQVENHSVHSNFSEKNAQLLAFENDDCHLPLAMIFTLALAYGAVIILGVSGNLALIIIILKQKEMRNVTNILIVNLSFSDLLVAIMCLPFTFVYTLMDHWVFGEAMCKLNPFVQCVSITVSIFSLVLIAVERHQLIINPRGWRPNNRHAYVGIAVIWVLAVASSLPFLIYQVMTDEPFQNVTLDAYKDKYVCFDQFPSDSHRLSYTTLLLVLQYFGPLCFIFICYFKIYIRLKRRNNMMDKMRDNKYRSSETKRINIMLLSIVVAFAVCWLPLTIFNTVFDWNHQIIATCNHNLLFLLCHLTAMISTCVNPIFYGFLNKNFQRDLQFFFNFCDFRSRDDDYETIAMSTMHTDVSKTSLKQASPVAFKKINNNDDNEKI
EP2 modulator: modulates human prostaglandin E2 receptor EP2 signaling. EP2-expressing cells, cAMP HTRF FRET, PGE2 co-stimulation. induction, % at 25 µM. P43116. 0.83% of 260,000 active;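 active = compounds whose cAMP rise, as percent of the full-agonist control response, exceeds 60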;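 also: rat C6 glioma line stably carrying human EP2 under a CMV promoter; the protocol text gives 20 µM as final concentration; 100% = response of wells given 1 µM PGE2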
Target sequence (P43116 whole entry, looked up): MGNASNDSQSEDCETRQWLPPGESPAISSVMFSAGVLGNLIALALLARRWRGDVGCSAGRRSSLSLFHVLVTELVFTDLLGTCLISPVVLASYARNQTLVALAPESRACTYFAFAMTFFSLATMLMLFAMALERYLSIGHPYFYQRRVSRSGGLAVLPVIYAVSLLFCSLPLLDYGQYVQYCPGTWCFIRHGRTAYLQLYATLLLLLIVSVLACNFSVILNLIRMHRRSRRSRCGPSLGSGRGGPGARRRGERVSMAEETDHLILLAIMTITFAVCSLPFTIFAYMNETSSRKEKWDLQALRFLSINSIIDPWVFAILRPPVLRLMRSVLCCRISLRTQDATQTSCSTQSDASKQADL
NPY-Y1 antag: antagonists of human neuropeptide Y receptor Y1. P25929. HEK293-CNG Y1 cells, membrane potential fluorescence; NPY at EC95, then isoproterenol. inhibition, % at 3.6 µM. 1% of 200,000 active. AID 1040;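 active = inhibition above the campaign mean inhibition of all tested compounds plus 3 SD, cut at about 20% in these data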;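 also: 0% = DMSO wells given NPY plus isoproterenol and 100% = isoproterenol alone without NPY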
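Material: Y1- and CNG-channel-expressing HEK293 cells / Probe or stimulus: NPY 25 nM then isoproterenol 1 µM plus Ro 20-1724 25 µM / Doses: 3.6 µM single dose, DMSO 0.4% / Schedule: compound incubation 1 h at room temperature, readout 45 min post-stimulation / Signal: membrane potential fluorescence / Benchmarks: isoproterenol-only wells as full block versus NPY-plus-isoproterenol wells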
zfTRPN1 agonist: zebrafish TRPN1 (NompC) channel agonism. 0.18% of 220,000 active. HEK293 zebrafish TRPN1-YFP, Fluo-8 calcium fluorescence; 100% = response to 87 µM carbachol. activation, % at 3 µM;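 active = activation above its plate's cutoff, the mean activation of test wells on that plate plus 3 SD, cut at about 19% in these data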;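 also: 0% = DMSO alone and 100% = 87 µM carbachol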
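Material: zebrafish TRPN1-YFP in HEK293 cells; Doses: single test compound dose, 3 µM nominal, 0.3% DMSO; Timing: dye loading 1 h at 37 °C, then 30 min room temperature; Technique: intracellular calcium fluorescence with Fluo-8; Benchmarks: high carbachol 87 µM, low DMSO alone.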
TRPML3 ag: agonists of human TRPML3 channel; HEK293 TRPML3-YFP, Fluo-8 calcium fluorescence; 100% = the carbachol control signal; activation, % at 3 µM; 0.29% of 220,000 active;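 active = activation above its plate's cutoff, the mean activation of the plate's test wells plus 3 SD, cut at about 12% in these data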;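 also: 0% = DMSO only wells and 100% = carbachol wells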
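Material: HEK293 cells stably carrying human TRPML3-YFP; compound dosing: single dose, 3 µM final nominal compound, 0.3% DMSO final; incubation: 1-h 37 °C dye load, 5-s basal, 120-s post-compound reads; technique: Fluo-8 intracellular calcium fluorescence, excitation 470-495 nm, emission 515-575 nm; read-out basis: percent activation from peak-to-basal fluorescence ratio, scaled between DMSO and carbachol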
* marks the source's active call; other numbers are inactive results; . = not tested or not shown; & = joins results of further samples.

SMILES	NPY2 pot ag	S1P4 antag	S1P4 agonist	CHOP inhibitor	NPY1 pot ag	EP2 modulator	NPY-Y1 antag	zfTRPN1 agonist	TRPML3 ag
CCOC(=O)C1=C(N)N(c2ccccc2Oc2ccccc2)C(=O)C1	4.5	2.5	1.0	-4.7	-8.5	9.6	0.9	-1.0	0.4
CCC(OC(=O)CN1C(=O)C(=O)c2ccccc21)C(=O)Nc1ccc(S(N)(=O)=O)cc1 (configuration not stated)	-8.3	-5.8	0.9	11.3	-20.2	-1.2	5.2	1.4	0.7
CC(C)(C)OC(=O)NCCCCCc1nnc(SCc2ccccc2F)o1	-13.7	0.9	2.1	19.1	-8.4	16.3	.	4.1	0.9
COc1ccc(-n2c(SCC(=O)N3CCN(c4ccccc4)CC3)nc3c(c2=O)SCC3)cc1	-14.9	-12.4	0.1	58.8	-17.3	-17.3	4.4	-1.8	0.2
O=C(Nc1ccccc1)N(C1=NCCC1)c1ccc(OC(F)F)cc1	-10.1	-3.9	-0.1	81.2*	-17.4	-39.8	3.8	2.1	0.2
COc1ccccc1C(=O)N1CCc2ccccc21	10.1	7.2	-0.7	61.2	18.3	18.0	-7.8	-1.1	-0.5
Cc1occc1C(=O)Nc1cccc(C(F)(F)F)c1	-5.4	10.3	1.2	47.7	-15.8	-73.1	10.4	-0.6	-1.0
O=C(c1cnc2c(c1)COc1ccc(Cl)cc1-2)c1ccccc1O	-15.8	7.7	-2.8	2.2	-48.0	-11.9	22.0*	0.7	0.7
Cn1c(=O)cc(SCC(=O)Nc2ccc3c(c2)OCO3)c2ccccc21	-13.6	-8.5	2.2	10.5	-6.2	4.5	1.0	0.9	0.5
Cc1ccc2[nH]c(=O)c(CN(CCCO)C(C)c3nnnn3Cc3ccco3)cc2c1 (configuration not stated)	-17.0	-8.6	-0.7	-23.3	-7.9	1.8&6.3	.	0.6	0.5
CC(NC(=O)Cn1ccsc1=N)C12CC3CC(CC(C3)C1)C2 (configuration not stated)	5.8	11.6	-3.9	-30.8	-22.0	-8.2	19.4	0.9	1.8
O=S(=O)(c1ccc(Br)cc1)N1CCCN(Cc2ccccc2F)CC1	-2.1	-19.6	-0.2	26.4	-3.5	-10.2	7.9	-0.9	0.0
COc1ccc2c(c1)CCc1c(C(=O)N3CCCC3)noc1-2	3.5	2.8	1.3	-23.6	-9.7	-18.9	-10.0	0.9	0.5
Cc1sc2ncn(CC(=O)N3CCCCC3)c(=O)c2c1C	-14.2	17.5	-2.2	4.2	-14.0	14.6	3.7	-0.7	0.0
CCC(C)(C)n1nnnc1C(c1ccc(F)cc1)N1CCC(C(N)=O)CC1 (configuration not stated)	-1.0	13.4	-0.1	-17.9	-11.5	15.0	-3.9	0.9	0.0
O=C(N/N=C/c1cn(-c2ccccc2)nc1-c1cccnc1)c1cccnc1	9.7	0.5	0.7	4.6	-22.9	-3.4	0.9	3.5	0.6
COC(=O)[C@@]1(Cc2ccc(OC)cc2)[C@H]2c3cc(C(=O)N(C)C)n(CCc4ccc(OC)c(Br)c4)c3C[C@H]2CN1C(=O)c1ccccc1	-0.9	-1.5	1.1	37.7	-8.3	2.6	11.2	1.0	1.1
Fc1ccc(CSc2nnc(-c3cccnc3)o2)cc1	6.4	-3.2	6.0	27.1	-6.2	11.6&6.3	1.1	-0.4	-0.3
O=C(NNC(=O)C1CCCN(c2ncccn2)C1)c1ccc(F)cc1 (configuration not stated)	2.3	-119.2	-1.7	26.0	-1.5	21.7	-0.2	0.3	0.3
O=C(CSc1nc2cc([N+](=O)[O-])ccc2n1-c1ccccc1)NCc1ccc2c(c1)OCO2	4.5	15.2	-2.0	-43.6	-5.0	2.2	6.4	-1.6	0.1
C=CCOc1ccc(CNn2cn[nH]c2=S)cc1OC	12.6	-14.8	-0.8	12.5	-3.7	14.3	-0.6	1.7	0.9
CC(=O)NC(C)C12CC3CC(CC(C(=O)O)(C3)C1)C2 (configuration not stated)	5.7	-10.1	0.1	20.9	3.8	6.1	-1.1	-0.8	0.0
Cc1ccc2nc3c(c(C(=O)OCC(=O)NC4CCS(=O)(=O)C4)c2c1)CCCC3 (configuration not stated)	1.6	-22.4	-0.2	13.1	1.7	10.1	1.7	1.2	1.0
COC(=O)c1ccccc1NC(=O)C1CCN(S(=O)(=O)c2cc(OC)ccc2OC)CC1	-14.9	-24.9	-1.3	-17.8	-19.2	-29.6	1.8	-1.8	-0.6
CCN(CC)C(=S)SCC(=O)Nc1ncc2c(n1)CC(C)(C)CC2=O	-2.9	-4.9	0.1	21.4	8.9	-8.0	.	-0.4	0.6
CCn1c(=O)c(C(=O)Nc2nc3ccccc3[nH]2)c(O)c2ccccc21	0.8	-21.1	1.6	.	-45.7	-4.7	13.9	0.1	-0.5
COC(=O)c1cc(OC)c(OC)cc1NC(=O)Nc1cccc(C(C)=O)c1	-4.9	0.8	-4.0	5.1	-18.0	3.8	7.3	-1.2	0.1
O=S1(=O)NC(=NCC(c2ccco2)N2CCCCC2)c2ccccc21 (configuration not stated)	1.9	0.0	0.1	-2.2	-15.3	0.2	.	-0.6	0.0
O=C(CN(C1CCCCC1)S(=O)(=O)c1ccc(Cl)cc1)N1CCOCC1	-3.6	-0.9	3.8	15.3	2.2	20.6	0.6	-0.9	0.9
CNS(=O)(=O)c1cccc(C(=O)OCC(=O)Nc2ccc(N3CCCCC3)cc2)c1	0.2	-16.7	0.2	10.6	6.4	-9.9	-2.3	1.7	1.4
CC(COC(=O)c1ccccc1)(COC(=O)c1ccccc1)/[N+]([O-])=C/c1ccccc1	-10.2	-7.7	-0.7	3.3	-14.3	24.0	21.3*	0.3	0.6
Clc1ccccc1-c1nnc2sc(-c3ccco3)nn12	-8.3	-1.2	1.1	-8.1	6.9	22.3	0.9	-0.2	-1.4
CC(C)Cn1cc(C(=O)N2CCC(C)CC2)c2c3ccccc3n(C)c2c1=O	-12.6	3.0	0.6	-20.1	-1.6	-31.9	23.0*	2.6	1.4
CCOC(=O)Nc1ccc(OC)c([N+](=O)[O-])c1	2.4	-22.4	0.4	-1.6	27.4	16.4	1.1	-0.6	-1.5
Cc1ccc(C(=O)c2ccccc2C(=O)OCC(=O)Nc2cccc([N+](=O)[O-])c2)cc1	-9.9	-6.0	-0.3	37.4	-27.1	-5.6	-3.0	-1.3	-0.3
Nc1ccc(C(=O)NCC2(c3ccccc3)CCCC2)cc1	8.8	-0.9	-1.4	11.2	9.1	-38.5	-4.7	0.2	1.3

Single records (already shown).
`CC(=O)NC(C)C12CC3CC(CC(C(=O)O)(C3)C1)C2` (configuration not stated) across the screens: NPY2 pot ag = 5.7; S1P4 antag = -10.1; S1P4 agonist = 0.1; CHOP inhibitor = 20.9; NPY1 pot ag = 3.8; EP2 modulator = 6.1; NPY-Y1 antag = -1.1; zfTRPN1 agonist = -0.8; TRPML3 ag = 0.0
`CCC(OC(=O)CN1C(=O)C(=O)c2ccccc21)C(=O)Nc1ccc(S(N)(=O)=O)cc1` (configuration not stated) across the screens: NPY2 pot ag = -8.3; S1P4 antag = -5.8; S1P4 agonist = 0.9; CHOP inhibitor = 11.3; NPY1 pot ag = -20.2; EP2 modulator = -1.2; NPY-Y1 antag = 5.2; zfTRPN1 agonist = 1.4; TRPML3 ag = 0.7

Next section.
SMILES	NPY2 pot ag	S1P4 antag	S1P4 agonist	CHOP inhibitor	NPY1 pot ag	EP2 modulator	NPY-Y1 antag	zfTRPN1 agonist	TRPML3 ag
O=C(/C=C/c1ccccc1Cl)Nc1ccccc1	-9.7	-8.0	0.8	28.4	23.4	-36.9	.	-2.3	-0.5
Cc1cc(Cl)ccc1OC(C)c1nnc(N)s1 (configuration not stated)	-4.8	-25.0	0.2	7.4	0.8	-17.5	-0.8	-0.8	0.9
O=C(Nc1ccc(F)c([N+](=O)[O-])c1)c1ccc2c(c1)C(=O)OC2=O	5.6	-2.5	-0.1	6.5	4.4	2.4	.	0.8	0.6
CCOc1ccc(CNC(=O)C2CCN(S(=O)(=O)CC)CC2)cc1OC	-0.3	-12.2	1.1	-10.3	-7.9	-23.6	-4.0	1.1	0.6
Cc1ccc(C)c(NC(=O)CSc2nnc(C)c(=O)n2N)c1	-12.9	2.5	-1.5	17.6	-23.2	21.1	5.6	0.4	-0.2
CC(=O)Nc1ccccc1NS(=O)(=O)c1cccc([N+](=O)[O-])c1	0.9	6.2	1.1	6.0	0.8	0.7	5.2	1.5	0.8
Cc1ccc(NS(=O)(=O)c2cc(C(=O)OCC(=O)NCC3CCCO3)ccc2C)cc1 (configuration not stated)	-8.4	-6.1	0.4	14.4	-0.6	-52.9	-2.4	-0.4	0.1
CC(C)(C)n1nnnc1C(c1ccc(F)cc1)N1CCC(C(N)=O)CC1 (configuration not stated)	10.8	-7.7	0.3	10.7	-11.5	40.5	-6.8	3.1	0.5
CCCCSc1cc(C)nc(N)n1	-6.3	-0.2	1.2	-23.0	7.6	7.5	.	-0.4	-0.5
COc1cccc(C(=O)N/N=C(\CC(C)C)c2ccccc2)c1	-13.5	-5.6	1.6	-3.4	-3.4	-3.9	-0.1	2.9	0.5
Cn1nc(C(=O)NCCN2CCOCC2)c2ccccc2c1=O	-2.1	-22.5	0.3	10.8	16.3	23.6	-8.6	0.4	0.6
CCOc1ccccc1N(CC(=O)Nc1ccc2c(c1)OCO2)S(C)(=O)=O	22.7	-2.7	0.8	-7.0	-4.2	18.6	-2.4	1.0	0.7
COc1ccccc1NS(=O)(=O)c1ccc(NC(=O)CCNC(=O)c2ccco2)cc1	2.3	-20.9	2.1	44.7	4.3	-2.8	2.1	0.7	0.3
Cn1cccc1CC(=O)NNC(=S)Nc1ccc(Cl)cc1	-2.9	-11.6	0.4	-8.0	-1.0	4.1	6.5	-1.2	-0.1
O=C(NCC(c1cccnc1)N1CCOCC1)C1CCCCC1 (configuration not stated)	0.0	-11.5	-0.7	7.8	-5.4	29.0	19.7	0.6	0.5
OC1CCCN(C(=S)NCc2ccccc2)C1 (configuration not stated)	11.5	4.2	-1.2	-8.3	13.2	-15.7	-3.3	-0.4	-0.2
Cc1cc(C)n(CC2CC(=O)N(c3ccc(Cl)cc3)C2=O)n1 (configuration not stated)	-0.6	5.7	-0.1	0.3	6.5	-1.9	.	1.2	0.6
O=C(CS(=O)(=O)Cc1ccccc1)Nc1ccc(S(=O)(=O)N2CCOCC2)cc1	-10.2	-5.4	-0.7	-10.7	-0.3	-2.9	-1.4	1.2	1.3
Cc1ccc(SCC(=O)c2cc(C)c(OC(=S)N(C)C)c(C)c2)cc1	-15.6	-4.8	0.3	-25.9	-45.3	21.2	6.4	-1.0	0.4
COc1ccc(C(CC(=O)c2ccccc2)CC(=O)c2ccccc2)cc1	-18.4	13.1	0.4	4.2	-7.2	7.8	.	-0.3	0.0
CC1(C)CC(=O)C2=C(C1)Oc1ncn(CCO)c(=N)c1C2c1ccccc1 (configuration not stated)	14.8	-9.0	0.7	11.8	-15.6	15.1	-8.4	1.4	0.2
CC12CCC(C(=O)N/N=C/c3ccc(O)cc3)(OC1=O)C2(C)C (configuration not stated)	2.7	3.9	4.8	-4.1	-7.3	-6.1	.	1.2	0.8
